Bioassay records deposited in PubChem by several laboratories.
TDP2 inh: TDP2 (human) inhibition, absorbance primary screen; recombinant TDP2, T5PNP hydrolysis, p-nitrophenol absorbance 415 nm; 0.34% of 370,000 active; inhibition, % at 12.8 µM; O95551;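 active = inhibition above the mean of all tested compounds plus 3 SD, set per campaign, cut at about 25% in these data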;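 also: 0% = DMSO with enzyme and 100% = buffer with substrate but no TDP2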
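System: recombinant human TDP2 / Amount: 120 nM TDP2 per well / Also added: 5 mM T5PNP chromogenic substrate / Doses: 12.8 µM single point, 1% DMSO / Incubation: 2 h at 37 °C / Detection: p-Nitrophenol epi absorbance / Evaluation: % inhibition relative to enzyme-containing and enzyme-free wells / Repeats: singlicate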
HTRA1 inh: inhibitors of human serine peptidase HTRA1. 0.5% of 340,000 active. Q92743. recombinant HTRA1, FP-rhodamine activity-based probe, fluorescence polarization. AID 504803. inhibition, % at 5.96 µM; in the data active = inhibition above about 36%;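 also: 0% = enzyme with DMSO and 100% = wells lacking enzyme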
TCR CD3 inh: inhibitors of human TCR-CD3 interaction; TAMRA-labeled TCR probe fluorescence, biochemical; inhibition, % at 9.4 µM; 0.37% of 360,000 active; AID 651800; in the data active = inhibition above about 19%;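 also: recombinant mutant TCR 2C K166C tagged with TAMRA read by polarization; 0% = receptor in buffer alone and 100% = receptor with positive control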
PRMT1 inh: blocks human protein arginine methyltransferase 1. 1.3% of 370,000 active. inhibition, % at 2.79 µM. recombinant PRMT1, activity-based probe fluorescence polarization;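 active = inhibition above about 21% made by adding two undisclosed values, limit read from the data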
Target sequence (Q99873 whole entry, looked up): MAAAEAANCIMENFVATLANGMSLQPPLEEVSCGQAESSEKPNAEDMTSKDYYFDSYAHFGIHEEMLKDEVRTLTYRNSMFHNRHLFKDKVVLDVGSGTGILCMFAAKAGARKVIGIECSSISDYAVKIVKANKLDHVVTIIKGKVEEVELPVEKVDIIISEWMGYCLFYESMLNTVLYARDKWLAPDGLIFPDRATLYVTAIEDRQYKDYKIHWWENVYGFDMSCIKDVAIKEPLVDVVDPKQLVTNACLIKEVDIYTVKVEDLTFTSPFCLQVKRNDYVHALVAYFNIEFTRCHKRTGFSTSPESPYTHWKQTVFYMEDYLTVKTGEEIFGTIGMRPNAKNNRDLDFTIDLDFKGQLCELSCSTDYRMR
NR1D1 modulator: modulates human Rev-erb alpha binding to DNA | activity, % at 10 µM | P20393 | AID 1259318 | Rev-erbα–FITC-DNA binding, fluorescence polarization, 90 min | 0.79% of 370,000 active;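 active = activity above about 14%, limit read from the data; passing the limit was not always enough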;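 also: 0% = DMSO wells with 35 nM protein and 100% = DMSO wells with 750 nM protein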
Target sequence (P20393 whole entry, looked up): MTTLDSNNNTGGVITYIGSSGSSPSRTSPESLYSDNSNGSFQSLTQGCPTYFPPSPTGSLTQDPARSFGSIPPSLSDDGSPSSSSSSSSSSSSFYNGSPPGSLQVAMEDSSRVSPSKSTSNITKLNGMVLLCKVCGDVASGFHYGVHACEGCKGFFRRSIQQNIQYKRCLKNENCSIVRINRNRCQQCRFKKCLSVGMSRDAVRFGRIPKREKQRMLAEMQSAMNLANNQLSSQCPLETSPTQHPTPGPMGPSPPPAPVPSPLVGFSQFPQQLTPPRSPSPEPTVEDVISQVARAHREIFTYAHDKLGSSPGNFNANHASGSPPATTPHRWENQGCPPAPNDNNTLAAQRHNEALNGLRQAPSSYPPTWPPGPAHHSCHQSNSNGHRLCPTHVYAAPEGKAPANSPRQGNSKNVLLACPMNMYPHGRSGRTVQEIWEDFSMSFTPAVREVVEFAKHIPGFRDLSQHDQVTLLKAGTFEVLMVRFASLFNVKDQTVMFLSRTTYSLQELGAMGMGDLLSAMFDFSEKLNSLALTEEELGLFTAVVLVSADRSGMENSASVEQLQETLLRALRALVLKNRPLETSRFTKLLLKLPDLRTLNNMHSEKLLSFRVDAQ
mABHD4 FP: ABHD4 (mouse) inhibition, primary FP screen; purified mABHD4, FP-Rh probe fluorescence polarization; inhibition, % at 8.92 µM; 0.54% of 370,000 active; AID 720543;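 active = inhibition exceeding the mean over every tested compound plus 3 SD, cut at about 30% in these data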;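 also: 0% = plate median of compound wells and 100% = S159A mutant with DMSO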
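Test system: mABHD4 protein | Buffer or medium: HEPES pH 7.0 buffer, 150 mM NaCl, 0.01% Pluronic F-127 | Probe or stimulus: FP-Rh fluorescent activity-based probe, added after compound pre-incubation | Timing: Pre-incubation 45 min, probe exposure 60 min, at 25 °C | Technique: Fluorescence polarization, excitation 525 nm, emission 598 nm, BODIPY TMR filters | Repeats: Single well per compound (singlicate)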
SIAE inh: inhibitors of human sialic acid acetylesterase SIAE. SIAE FP-Rh probe binding, fluorescence polarization. inhibition, % at 9.66 µM. 0.69% of 370,000 active. AID 1053197;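 active = inhibition above a cutoff: mean of compounds within the control limits plus 3 SD of those, cut at about 17% in these data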;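 also: 0% = plate median of compound wells and 100% = probe without SIAE protein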
LEDGF integ inh: blocks HIV-1 LEDGF/p75-dependent DNA integration. TR-FRET IN-LEDGF/p75 DNA integration, Eu/Cy5. inhibition, % at 3.7 µM. 0.64% of 370,000 active. AID 743269;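 active = inhibition above the screen-wide mean plus 3 SD, cut at about 13% in these data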;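 also: signal is the Cy5 over europium emission ratio at 671 and 618 nm; 0% = plate median of compound wells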
PG9 binder: PG9 antibody binding by small molecule; TR-FRET gp120-PG9 antibody binding; inhibition, % at 6.7 µM; 0.43% of 360,000 active; in the data active = inhibition above about 8.5%
rCAG RNA binder: r(CAG) repeat RNA binding; TO-PRO-1 dye displacement fluorescence; inhibition, % at 3 µM; 1.3% of 370,000 active; AID 651821;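 active = inhibition above the plate cutoff, the mean of all test compounds on that plate plus 3 SD, cut at about 35% in these data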;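 also: 0% = DMSO alone and 100% = 100 µM mitoxantrone as full dye displacement; higher means more dye released from RNA so lower well fluorescence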
* marks the source's active call; other numbers are inactive results; / = not tested or not shown. Some of the compounds tested, so the mix of outcomes need not match the whole.

SMILES	TDP2 inh	HTRA1 inh	TCR CD3 inh	PRMT1 inh	NR1D1 modulator	mABHD4 FP	SIAE inh	LEDGF integ inh	PG9 binder	rCAG RNA binder
CC(OC(=O)c1ccc(Cl)nc1)C(=O)Nc1ccc2c(c1)OCO2 (configuration not stated)	3	10	4	-2	2	1	-1	0	-0.5	5
CCc1ccccc1NC(=S)N(CCN(C)C)C(C)c1cccnc1 (configuration not stated)	-7	3	-2	-3	-6	-5	4	9	-1.8	3
CCCSC1C(C)=C(C)C(=O)N1Cc1ccccc1 (configuration not stated)	-19	8	-3	-2	3	-9	-3	1	1.6	0
CCN(Cc1cc2ccccc2[nH]c1=O)S(=O)(=O)c1ccc(OC)cc1	-11	-3	2	1	-1	2	5	-3	-1.6	-2
O=C(NCc1ccncc1)[C@@H]1CCCN1C(=O)[C@@H]1CCCN1C(=O)c1ccccc1Cl	-4	/	2	-4	-1	2	3	2	0.3	2
CC(C)NC(=S)NN=C1CCC(c2ccccc2)CC1 (configuration not stated)	6	5	5	-1	-3	5	4	3	0.7	-1
CCc1ccc(Nc2nnc(SCC(=O)Nc3cccc(S(=O)(=O)NC4=NCCCCC4)c3)s2)cc1	-6	-35	-2	1	-3	-13	7	3	-3.9	5
CCOc1cccc(C(=O)NNC(=O)C2C3C=CC(C3)C2C(=O)O)c1 (configuration not stated)	15	-4	0	0	5	-4	-2	1	-2.4	-1
Cc1ccc(CNC(=O)c2cn(C)c(=O)c3c2c2ccccc2n3C)o1	-7	8	-2	22*	0	-3	-4	-1	-1.6	3
COc1ccc(C)cc1NC(=O)c1c([N+](=O)[O-])cnn1C	13	0	1	-3	-4	5	5	1	-1.1	-2
Cn1cnc(S(=O)(=O)N2CCCCC2c2cc(C(=O)NCc3ccc(Cl)c(Cl)c3)no2)c1 (configuration not stated)	-5	/	-7	3	0	0	-6	2	-1.7	1
O=C(COc1ccccc1)Nc1ccccc1Cl	-5	2	-4	5	-1	-6	3	4	0.8	3
O=C(Nc1ccc(Cl)cc1)C(c1ccccc1)N(CCO)CCO (configuration not stated)	-4	-2	-2	5	4	-17	-2	-3	1.0	6
COc1ccc(/C(C)=N/NC(=O)c2cc(C)[nH]n2)c(OC)c1	-7	-1	-2	4	4	8	6	-4	-2.5	-2
C=CCC1(C)C(=O)N(c2ccccc2)c2ccccc21 (configuration not stated)	11	15	0	0	8	-6	3	-3	-1.1	-4
Cc1noc(C)c1COC(=O)CCCc1nc2ccccc2s1	-12	-1	9	1	5	4	-3	0	-0.5	-6
c1ccc(OCc2nc3c4c(ncn3n2)-c2ccccc2CC42CCCC2)cc1	1	1	-3	0	3	0	0	-4	-0.4	-2
CC(=O)Nc1ccc(NC(=O)CSc2nnc(COc3ccccc3C)n2CC2CCCO2)cc1 (configuration not stated)	3	0	1	4	8	-4	2	-8	-1.8	-6
COC(=O)[C@]1(Cc2ccccc2)N[C@H](CN(C)C(=O)Nc2ccc(C)cc2)[C@@H]2C(=O)N(C)C(=O)[C@@H]21	2	0	-2	-2	3	0	2	-6	-0.2	0
Cc1ccc(-n2ncc3c(NCc4ccco4)ncnc32)c(C)c1	-4	7	0	0	0	2	-2	1	1.8	2
Cc1ccc(NC(=O)CN2C(=O)S/C(=C/c3ccc(-c4cccc(C(=O)O)c4)o3)C2=O)cc1	-9	-7	-11	18	1	10	-2	5	-2.1	29
COc1ccccc1NC(=O)CN1CCN(S(=O)(=O)c2ccc(Br)cc2)CC1	3	10	-3	-3	9	-3	1	2	2.0	2
Fc1ccc(CSc2nnc(-c3cccs3)o2)cc1	1	-8	0	-3	-6	-1	-2	0	-2.1	-5
Cc1nc(-c2cccc(S(=O)(=O)N3CC(C)OC(C)C3)c2)cs1 (configuration not stated)	4	-3	6	2	-5	3	5	-2	1.4	-2
Cn1c(=O)cc(NCc2ccccc2)[nH]c1=O	8	12	-2	4	-3	2	-6	3	0.7	1
C[C@H]1CNC(=O)c2c(C(=O)Nc3cccc(Cl)c3)ncn21	-2	-5	-3	1	4	1	-7	-5	0.3	3
COc1ccc(OCCCN2CCC(C(O)(c3ccccc3)c3ccccc3)CC2)cc1	-7	/	4	4	6	-3	6	1	1.7	1
CCCCn1c(=O)nc2n(-c3ccc(Cl)cc3)c3ccccc3cc-2c1=O	-13	9	-7	4	15	-5	-1	-3	-0.4	0
O=C(Nc1ncccn1)C12CC3CC(CC(C3)C1)C2	10	/	0	-3	-3	1	0	1	-1.8	-2
CCOC(=O)c1ccc(-n2c(CN(CC)CC)nc3ccc([N+](=O)[O-])cc3c2=O)cc1	-7	-8	-3	7	0	2	-7	-8	0.8	23
COc1ccc(N(CC(=O)NCCSC2CCCCC2)S(=O)(=O)c2ccccc2)cc1OC	0	8	3	3	0	2	-3	0	0.2	-4
O=C1C(Cc2ccc(O)cc2)NC(=S)N1C1CCCCC1 (configuration not stated)	-1	-9	-5	2	-2	-4	-2	-4	0.0	0
COCCNC(=O)c1cc2c(c(-c3cccc(-c4cc5ccccc5o4)c3)n1)[C@H](CCO)N(S(=O)C(C)(C)C)C2 (some centres not stated)	-3	/	3	3	0	0	-12	-3	0.7	10
CN1CCN(S(=O)(=O)c2ccc(N3CCN(S(=O)(=O)/C=C/c4ccccc4)CC3)nc2)CC1	-14	-1	-1	6	5	-12	-6	-6	-1.3	1
COc1ccccc1C(=O)NCC(=O)OCC(=O)Nc1nnc(-c2ccccc2)o1	0	1	6	0	5	-8	3	-1	-0.7	4
O=C(CSc1nc(N2CCCCC2)nc(N2CCCCC2)n1)Nc1nccs1	0	-2	1	4	4	-1	-1	2	-1.9	0
CCOc1ccc(CN(C)C(=O)CN2C(=O)NC3(CCCc4ccccc43)C2=O)cc1 (configuration not stated)	-4	3	-4	5	6	4	-4	-1	-0.2	-1
CCCCN1C(=O)C(=O)N(CC(=O)Nc2cc(OCC)c(N3CCOCC3)cc2OCC)C1=O	-4	3	1	1	0	0	3	0	-2.4	-3
O=C(CN1CCCCC1)Nc1nnc(-c2ccccc2)s1	-6	-1	-7	1	0	-2	-1	-4	-0.3	3
C=CCSc1nc2c(c(=O)[nH]1)C(c1ccccc1)C(C#N)=C(N)O2 (configuration not stated)	6	1	6	4	-8	-3	-4	3	0.2	-1
N/C(=N\OC(=O)c1cccc2ccccc12)c1cccnc1	-3	-16	0	1	-3	-1	-7	-1	-0.4	4
S=C(NCc1ccc(Cl)cc1)Nc1ccccc1	7	-9	1	-4	2	-11	5	3	-2.5	2
CCCOc1ccc(/C=N/Nc2ccc(C(=O)O)cc2)c(OCCC)c1	5	-4	3	7	4	20	7	2	-1.6	55*
COc1cccc(NC(=O)COC(=O)c2ccc(C)c(S(=O)(=O)N3CCCCC3)c2)c1	1	-28	4	4	10	-11	-20	-6	-0.1	5
CCCS(=O)(=O)N1CCC(C(=O)NCCN(CC)c2ccccc2)CC1	-4	5	-13	0	-2	3	2	-2	-2.0	0
CC(=O)NS(=O)(=O)c1ccc(NC(=O)/C=C/c2ccccc2Cl)cc1	8	-9	2	-1	-3	-14	1	1	-2.0	13
CCOc1ccc(-c2nnc(SCC(=O)Nc3ccc4c(c3)c3ccccc3n4CC)n2N)cc1	2	5	-2	3	-7	5	4	3	7.9	5
O=C(O)C(Cc1ccc(Cl)cc1)NS(=O)(=O)c1ccc(Cl)cc1 (configuration not stated)	-5	-7	1	-1	0	-6	-1	3	0.3	13
Cc1ccc(NC(=S)N/N=C/c2c(C)[nH]c3ccccc23)cc1	2	32	3	1	2	18	38*	1	-1.6	30
COc1cc(C(=O)N[C@H](C(=O)NC(C)C23CC4CC(CC(C4)C2)C3)C(C)C)cc(OC)c1OC (some centres not stated)	-13	4	3	2	5	10	-1	-2	-1.5	-4
New compounds follow
SMILES	TDP2 inh	HTRA1 inh	TCR CD3 inh	PRMT1 inh	NR1D1 modulator	mABHD4 FP	SIAE inh	LEDGF integ inh	PG9 binder	rCAG RNA binder
O=C(O)CCCC(=O)NNc1nc(-c2ccccc2)c2cc(Cl)ccc2n1	-9	-2	9	-4	-6	0	-1	-3	0.7	3
COc1cccc(C=NNC(=O)C2CC2)c1	4	1	4	2	-1	-1	6	3	-2.0	0
CC(C)NC(=O)CSc1ccccc1C(=O)N1CCN(S(=O)(=O)Cc2ccccc2)CC1	-22	-1	-10	7	3	-2	0	0	2.4	0
COc1cccc(-c2nc(=S)c3c(n2Cc2ccco2)CCCC3)c1	3	-18	-4	26*	-3	-6	-10	4	0.9	14
C[C@H]1CN([C@@H](C)CO)C(=O)CCCn2nncc2CO[C@@H]1CN(C)CC1CC1	3	/	9	-4	2	-3	6	0	-3.7	1
CC(C)N(Cc1ccccc1)C(=O)COC(=O)c1ccc2c(c1)OCCO2	-8	-8	3	1	-5	7	0	-2	-1.7	0
CCOC(=O)c1[nH]c(C)c(C(=O)N2CCc3c([nH]c4ccccc34)C2c2ccccn2)c1C (configuration not stated)	6	-23	8	0	1	-1	1	2	-0.5	-6
COC(=O)[C@]12C[C@H](CC(=O)N3CCC(c4ccccc4)CC3)C(=O)N(Cc3ccco3)C1=C[C@H](C(C)C)O[C@@H]2C1CC1	-6	/	/	0	7	-4	1	4	/	1
Cc1ccc(S(=O)(=O)N2[C@@H](c3cccc(Cl)c3)C(C(=O)O)=CC[C@H]2c2ccc3c(c2)OCO3)cc1	-2	-10	-2	-2	2	18	-5	0	0.9	67*
CC(C)(C)n1nnnc1C(c1ccccc1)N1CCN(c2c(Cl)cncc2Cl)CC1 (configuration not stated)	2	/	-10	-3	6	3	-3	-2	-0.7	0

Random excerpt: 2 compounds from above
SMILES	TDP2 inh	HTRA1 inh	TCR CD3 inh	PRMT1 inh	NR1D1 modulator	mABHD4 FP	SIAE inh	LEDGF integ inh	PG9 binder	rCAG RNA binder
O=C(Nc1ncccn1)C12CC3CC(CC(C3)C1)C2	10	/	0	-3	-3	1	0	1	-1.8	-2
Cn1c(=O)cc(NCc2ccccc2)[nH]c1=O	8	12	-2	4	-3	2	-6	3	0.7	1

Remaining list, next part:
SMILES	TDP2 inh	HTRA1 inh	TCR CD3 inh	PRMT1 inh	NR1D1 modulator	mABHD4 FP	SIAE inh	LEDGF integ inh	PG9 binder	rCAG RNA binder
Cc1cccc(NC(=O)CSc2nnc(-c3cc(C)n(-c4ccccc4)c3C)o2)c1C	-2	-46	7	2	3	-5	-7	1	-1.8	-2
CC(C)OC(=O)CSc1nc2cccnc2n1-c1ccc(F)cc1	7	3	-6	3	0	2	-8	-1	-0.9	-10
Cn1nc(C(=O)NC2CCCc3ccccc32)ccc1=O (configuration not stated)	6	2	-16	-2	-7	-2	1	2	1.7	-4
Brc1ccc(-c2nnc3n2C2(CCCC2)Cc2ccccc2-3)o1	0	-9	-1	3	-4	-4	-1	3	1.1	-7
CCCSCCCNC(=O)Cn1nc(CC)n2c(cc3c(OC)cccc32)c1=O	3	4	6	-1	12	-4	-6	-2	1.7	1
CCC(/C=N/NC(=O)CCCCC(=O)N/N=C/C(CC)CC)CC	-1	1	1	-2	-2	-1	-8	-1	1.8	-4
Cn1c(SCc2c(F)cccc2Cl)nnc1-c1cnccn1	3	-6	1	-2	3	-2	8	1	0.1	-1
